# Source: PubChem BioAssay (several laboratories)
# MT stabilizer: microtubule stabilizers in HeLa cells, primary screen, imaging, high-content imaging; HeLa tubulin immunostaining HCS, 24 h; share of cells brighter than vehicle mean+2SD; % tubulin-high responders, % at 10 µM; 200,000 tested, 0.83% active;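 active means plate Z-score above 3 for both tubulin-high and condensed-nucleus cell shares, with cell loss under 80%, at 10 µM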;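 further: anti alpha tubulin signal scored within the nucleus-defined area of each cell; some results filed as inactive read as strong as hits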
# Dynein transport: inhibitors of GR-EGFP nuclear translocation, primary screen, dynein cargo transport inhibitor project, imaging, high-content, 3617.4 mouse cells | test concentration mostly 20 µM; stimulated with dexamethasone, 1 µM; hits give low values | z-score, hits read low | 220,000 tested, 0.47% active | AID 1381, 2008;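 active means plate z-score of nuclear minus cytoplasmic receptor signal below a set negative limit, without overly bright fluorescence or cell loss, cut at about -3.5 in these data, passing the limit was not always enough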;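 further: z-score of nuclear minus cytoplasmic ring GR-EGFP intensity difference per well; some compounds called inactive have numbers as strong as hits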
#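 medium = tetracycline-free induction medium containing charcoal-stripped FBS | probe or stimulus = dexamethasone, 1.0 µM final | timing = 48 h induction, then 1 h compound, then 30 min agonist, 37 °C | detection = automated 10x imaging of fixed Hoechst-stained cells | read-out basis = nuclear versus cytoplasmic GR-EGFP signal, averaged per well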
# bCat nuc transl: modulators of beta-catenin nuclear translocation, primary screen, imaging, HeLa cells, immunofluorescence, high-content. nuclear translocation activity, % at 5 µM. 190,000 tested, 0.3% active;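 active means nuclear translocation activity above 50% at 5 µM, with a well cell count of 50 or more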;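 further: per-cell ratio of nuclear to cytoplasmic median beta-catenin stain intensity; plate controls were DMSO negative control for no effect and GSK-3 inhibitor IX positive control for full effect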
#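 System: Human HeLa cells, endogenous beta-catenin | Compound dosing: 5 µM primary, 0.02–20 µM confirmation | Timing: 24 h compound exposure at 37°C, 5% CO2 | Measured by: Fluorescence imaging of beta-catenin antibody stain plus DAPI | Read-out basis: % activation of per-cell nuclear versus cytoplasmic median beta-catenin signal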
# P. falciparum M17LAP: P. falciparum M17LAP inhibitors, primary screen, biochemical, fluorogenic H-Leu-NHMec substrate, 1536-well (AID 1619). one-dose inhibition, % at 30 µM; IC50 in µM for titrated hits. recombinant M17LAP, H-Leu-NHMec fluorogenic kinetic assay; higher % means a stronger effect. Leucine aminopeptidase (Plasmodium falciparum (isolate 3D7)). 220,000 tested, 0.38% active;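 active means compound inhibiting the enzyme by more than half at any dose during confirmatory dose-response retesting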;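 further: plate controls were full reaction with DMSO carrier for no effect and no enzyme background for full effect; strong numbers were not always called active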
# Ins promoter up: insulin promoter activators in MIN6 cells, imaging, high-content screening, mouse beta cells; MIN6 insulin promoter-GFP reporter; hits give high values; AID 1625, 2009; z-score at 5 µM; 190,000 tested, 0.3% active;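 active means z-score above 3 at 5 µM with at least 500 cells counted in the well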
# P. falciparum M1AAP: P. falciparum M1AAP inhibitors, biochemical, fluorogenic H-Leu-NHMec substrate, 1536-well (AID 1445); recombinant M1AAP, H-Leu-NHMec fluorogenic kinetic assay; higher % means a stronger effect; inhibition, % at 30 µM; hits with a dose series show IC50 in µM; 220,000 tested, 0.42% active; Aminopeptidase N (Plasmodium falciparum (isolate 3D7));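 active means primary inhibition above the hit cutoff, then over 50% inhibition at one or more dose response concentrations, cut at about 23% in these data, passing the limit was not always enough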;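 further: plate controls were DMSO full reaction for no effect and no enzyme background for full effect; strong numbers were not always called active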
# K1F lysis inhibition: inhibition of K1F phage lysis, E. coli UTI89, bacterial capsule biogenesis inhibitors, alamar blue (AID 488966); E. coli UTI89 K1F phage lysis, alamar blue, 2 h; higher % means a stronger effect; one-dose inhibition, % at 100 µM; IC50 in µM for titrated hits; 340,000 tested, 0.02% active;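 active means phage lysis inhibition, versus mean bacterial control, above a set limit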;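 further: capsule biogenesis inhibitors block K1F phage lysis so surviving cells raise fluorescence; higher fluorescence means more inhibition of phage lysis; actives were called in the ten point dose series up to 300 µM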
# Autophagy mod: autophagy modulators in MEF cells, primary screen, imaging, high-content, MEF GFP-LC3. MEF GFP-LC3 puncta imaging; test concentration mostly 10 µM. 190,000 tested, 0.98% active. AID 463193, 2010. calls only at 10 µM (by protocol);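 active means percentage of spot-positive cells more than 3 SD above its plate mean, without a fluorescence outlier flag or 80% toxicity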;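 further: spot-positive cell cutoff set from DMSO-treated cells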
# ER stress rescue: rescue of cells from ER stress-induced death, primary screen, 384-well, CSM14.1, thapsigargin, ATP luminescence (AID 1222); 190,000 tested, under 10 active; cellular ATP content (survival), % at 20 µM, or EC50 in µM where a hit was titrated; CSM14.1 thapsigargin-induced death rescue, ATP luminescence; higher % means a stronger effect;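 active means EC50 below 50 µM in the dose-response confirmation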;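 further: death triggered by thapsigargin at about 15 µM added after 2 h compound pretreatment; cell ATP read after overnight thapsigargin exposure of roughly 18 to 22 hours; normalized against plate controls of thapsigargin alone and 5% DMSO vehicle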
# Dynein transport cytoplasmic EGFP: further read-out of Dynein transport, marked with its call; z-score; measured here: cytoplasmic GR-EGFP intensity; hits give high values
# Dynein transport nuclear GR-EGFP: recorded beside Dynein transport, whose call it bears; z-score; measured here: nuclear GR-EGFP intensity;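 lower value marks the stronger effect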
# Dynein transport cell count: further read-out of Dynein transport, marked with its call; z-score; measured here: cell count per field
# Ins promoter up cell count: also measured in Ins promoter up; calls as there; cell count; measured here: cytotoxicity, nuclei count;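 total cells summed across four imaged fields per well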
# bCat nuc transl cell count 5 µM: recorded beside bCat nuc transl, whose call it bears; cell count; measured here: cell count, cytotoxicity flag
# MT stabilizer Hoechst-high %: also measured in MT stabilizer; calls as there; % Hoechst-high responders; measured here: nuclear condensation Hoechst responders;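 share of cells brighter than vehicle mean plus two SD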
# MT stabilizer cytotoxicity %: second read-out of MT stabilizer, no call of its own (marks repeat the call); toxicity, %; measured here: cytotoxicity by cell density;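 0% = mean cell density of plate MIN control wells and 100% = no cells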
# Autophagy mod cell loss 18 h: second read-out of Autophagy mod, no call of its own (marks repeat the call); toxicity, %; measured here: cell loss, nuclei count;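 cell loss after 18 h compound exposure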
# Starred values were filed as active, the others as inactive; i = inactive; x = not tested or not shown; + = active, no number; [ ] = dose if it differs, or a comment.
# Each structure is followed by: MT stabilizer, Dynein transport cytoplasmic EGFP, Autophagy mod cell loss 18 h, P. falciparum M1AAP, Dynein transport cell count, P. falciparum M17LAP, bCat nuc transl, Ins promoter up cell count, MT stabilizer Hoechst-high %, MT stabilizer cytotoxicity %, Dynein transport nuclear GR-EGFP, ER stress rescue, Ins promoter up, K1F lysis inhibition, Dynein transport, Autophagy mod, bCat nuc transl cell count 5 µM
S=c1[nH]c(-c2ccccc2)cn1/N=C/c1cccnc1
  x, 2.2, x, 1%, 0.03, -1%, 0.2, 1006, x, x, 0.93, x, 0.53, -1.7%[50 µM], -0.077, x, 1306
COc1ccc(NC(=S)NCc2ccc3c(c2)cc(C)n3C)cc1
  2.2, -0.071, 12, 0%, 0.42, 4%, 0.3, 1077, 2.0, 3.4, 0.49, -3.7%, 0.09, 0.0%, -0.57, i, 581
CCCCNC(=O)C1C2C=CC3(CN(Cc4ccc(C)cc4)C(=O)C13)O2 (stereo unspecified)
  2.4, -0.3, 9, 2%, 0.64, 14%, -0.7, 1681, 3.1, 7.5, -0.44, -0.8%, -0.13, 0.1%, -0.98, i, 1347
CCOC(=O)C1CCCN(C(=O)c2cn(CC)c3ccc(S(=O)(=O)N(C)C)cc3c2=O)C1 (stereo unspecified)
  4.9, -0.26, 12, 5%, 0.65, 17%, x, 1035, 1.7, 4.6, -0.23, -1.2%, 0.61, -0.3%, -0.41, i, x
N#CCSc1nc2c(cc1C#N)CCCC2
  3.0, -0.24, 3, -1%, -0.28, -6%, 1.5, 1216, 2.8, 2.2, 0.77, 0.4%, 0.1, -0.1%, 3.2, i, 675
O=C(COC(=O)COc1ccc(Cl)cc1)Nc1ccc(F)c([N+](=O)[O-])c1
  3.5, 0.089, -3, 3%, -1.5, -1%, -3.8, 1332, 2.4, 6.9, 1.3, -3.9%, 0.29, -0.6%, 0.78, i, 533
CCOCc1c(C(=O)NC2=Nc3ccccc3NC(CC)=C2C(=O)OCC)oc2ccccc12
  20*, -0.14, 3, -3%, 0.88, -5%, -1.2, 1360, 18*, 35*, -0.18, -2.0%, -0.32, -1.4%, -0.12, i, 1068
CCOC(=O)C1CCCN(c2cc(=O)n(C3CCCCC3)c(=O)[nH]2)C1 (stereo unspecified)
  2.0, -0.043, 1, 3%, 0.84, 5%, -0.9, 1242, 2.1, 8.2, -0.44, 0.5%, -0.38, 0.1%, -0.46, i, 1060
O=C(/C=C/c1c(Cl)cccc1Cl)NCc1ccccc1
  4.2, -0.27, 7, 3%, -0.048, 11%, -0.3, 1269, 1.7, 7.2, -0.38, -0.5%, -0.39, -0.1%, -0.07, i, 577
Cc1ccc2c(Cl)cc(Cl)c(OCC(=O)NCc3ccco3)c2n1
  2.9, -0.16, -4, 0%, 0.075, 9%, 0.1, x, 1.9, 7.5, -0.18, 0.8%, x, x, -0.36, i, 936
CN1CCCN(Cc2ccccc2C(F)(F)F)CC1
  4.2, -0.21, 0, 3%, 0.67, 16%, -0.8, 1636, 2.5, 8.3, 0.27, -1.1%, -0.13, -0.2%, -0.25, i, 1095
CC(C)C(=O)NN1c2ccccc2CCc2ccccc21
  x, -0.24, x, 5%, 0.53, 14%, 0.6, 1084, x, x, 0.25, x, 0.01, x, 0.47, x, 1319
CCOC(=O)c1c(NC(=O)CSc2nc3ccccc3s2)sc(C)c1C
  2.8, -0.18, -39, 2%, 0.93, 10%, 0.6, 1290, 0.7, 2.3, 0.44, -0.7%, -0.42, -0.3%, 0.17, i, 1049
COc1cccc(-c2nc(NCC3CCCO3)c3ccccc3n2)c1O (stereo unspecified)
  3.9, 0.051, -5.4*, 17%, -1.7, -5%, -0.3, x, 1.9, 5.3, 0.47, -0.8%, x, -0.3%, 0.32, +, 1222
COc1ccc(C2=CC(c3cc(OC)c(OC)c(OC)c3)NC(=S)N2)cc1 (stereo unspecified)
  1.8, 0.2, -2, 3%, 0.63, 5%, 4.6, 853, 1.1, 9.3, -0.28, 0.6%, -0.45, 0.5%, -1.1, i, 1059
COCCNC(=O)COc1cccc2c1OC(C)(C)C2
  2.1, -0.034, -8, 1%, 0.73, 3%, -1.3, 1291, 1.6, 7.0, -0.63, 3.6%, -0.19, 0.1%, -0.77, i, 1075
Cc1cc(NC(=O)CSc2cn(CCNC(=O)c3ccc(Cl)cc3)c3ccccc23)no1
  1.6, -0.22, -5, -1%, 0.87, -7%, 0.6, 1517, 3.0, 9.8, -0.41, x, -0.05, 0.8%, -1.4, i, 949
COc1ccc2c(c1)oc(=O)c1ccccc12
  5.5, -0.26, -2, 5%, 0.97, -12%, -2.5, 1367, 2.0, 11, -0.39, 0.2%, 1.7, 0.8%, -0.54, i, 1109
COc1ccc(Cl)cc1NC(=S)NCCc1c[nH]c2ccccc12
  3.7, -0.074, 9, 2%, 1.5, -2%, 0.6, 1425, 2.3, 8.2, 0.31, -1.9%, 0.44, 0.5%, -0.67, i, 1301
Cc1cc(C)cc(CSc2nnc(C)c(=O)[nH]2)c1
  4.0, -0.083, 3, 12%, -1.3, 3%, x, x, 1.4, 5.0, 0.33, -2.0%, x, 0.1%, 0.62, i, x
Cc1ccc(C)c2c1cc(C)c1nnc(SCC(=O)c3cccs3)n12
  5.7, -0.26, 0, 4%, -0.15, 9%, -0.4, 1528, 1.7, 0.5, 0.37, -1.8%, 0.01, 0.9%, 0.22, i, 1142
O=C(COc1ccc([N+](=O)[O-])cc1)NC(C(=O)O)C(O)c1cccc([N+](=O)[O-])c1 (stereo unspecified)
  2.4, -0.23, 2, 2%, 0.71, -1%, 1.8, 1507, 2.2, 4.4, -0.034, -0.6%, -0.24, -0.5%, -0.37, i, 1007
Fc1ccc(-n2nnnc2-c2cnc(-c3cccs3)nc2C(F)(F)F)cc1
  2.0, -0.22, 11, 1%, -0.16, 5%, -0.5, 501, 2.3, 0.8, 1.1, -1.1%, -1.8, 1.2%, 0.8, i, 1497
O=[N+]([O-])c1ccc(NC2CCCC2)cc1
  1.2, -0.22, 12, 14%, -0.83, 20%, 1.1, 1189, 2.1, 12, 0.57, -1.8%, 0.31, 0.3%, 0.29, i, 993
COCCN1C(=O)c2oc3ccccc3c(=O)c2C1c1ccc(C(=O)OC)cc1 (stereo unspecified)
  2.2, -0.22, 2, 14%, 0.74, 0%, -1.7, 1732, 2.2, 8.9, -0.27, x, -0.75, 5.1%, -0.69, i, 1154
COc1cccc(NC(=S)N(CCCN2CCOCC2)C(C)c2cc3ccccc3o2)c1 (stereo unspecified)
  3.2, -0.078, 2, 4%, 1, -8%, -0.1, 1171, 3.7, 4.5, -0.32, 0.2%, -1.5, 0.0%, -0.82, i, 1140
O=S(=O)(Nc1cccnc1)c1ccc(Cl)cc1
  2.7, -0.17, 1, 2%, 0.56, 10%, -4.6, 811, 2.1, 1.0, 0.14, -1.7%, 0.46, -0.1%, 0.25, i, 1099
N/C(=N\c1nc2c(c(=O)[nH]1)CCC2)Nc1cccc2ccccc12
  11, -0.19, 8, 4%, 0.1, 3%, x, x, 20, 23, 0.22, 7.4%, x, -0.8%, -0.14, i, x
CCN1CCN(c2nc(Nc3cccc(F)c3)nc(N)c2[N+](=O)[O-])CC1
  x, -0.3, x, 3%, 0.45, 6%, -1.4, 1394, x, x, -0.22, x, -0.71, 0.9%, -0.33, x, 1208
O=C(Cn1nnc(-c2ccccc2)n1)N/N=C/c1ccc(-c2ccc(Cl)cc2)o1
  3.1, -0.035, 3, -4%, -0.3, 9%, -2.2, 1458, 2.8, 5.2, 0.033, 1.1%, -0.05, 1.5%[50 µM], -0.63, i, 1182
Cc1c(Cl)c(-c2n[nH]c(=S)n2Cc2ccco2)nn1C
  1.1, -0.27, 27, 7%, -0.18, -22%, x, 897, 0.6, 0.2, 0.3, 1.0%, 0.23, 1.7%, 0.059, i, x
COC(=O)N/N=C/c1ccc(Oc2ccccc2)cc1
  3.8, -0.31, 2, 1%, -1.3, -5%, 1.7, 1101, 1.7, 5.5, 0.91, -1.3%, 0.17, -0.1%, 1.4, i, 997
COc1ccc(CN(CCN2CCOCC2)C(=O)c2c(F)cccc2F)cc1OC
  4.6, -0.19, 1, -5%, -0.11, 0%, -1.9, 1436, 1.8, 7.2, 0.15, -1.6%, -1, -0.9%, -0.28, i, 711
CCOC(=O)CSc1nc(-c2ccccc2)ns1
  2.6, 0.17, -5, 0%, -0.21, 12%, -6.4, 1662, 2.4, 5.5, 0.1, 0.2%, 0.67, 0.2%, 0.56, i, 1095
CCOc1cc(/C=N\Nc2nc(-c3ccc(C)cc3)c(NC(C)=O)s2)ccc1O
  x, -0.25, x, 8%, -0.55, -7%, 0.2, 951, x, x, -0.13, x, 0.26, -0.3%[50 µM], -0.061, x, 1300
